Source: PubChem BioAssay (National Center for Advancing Translational Sciences (NCATS))
Pf Dd2 inh – inhibitors of Plasmodium falciparum Dd2 growth. P. falciparum Dd2 growth, SYBR Green, 72 h. Potency, µM (series often up to 28.9 µM), inactives show at the top dose activity, negative = inhibition, most hits filed as inhibitors. AID 1347417. 120,000 tested, 4.3% active; active means well fitted inhibition curve with a large enough effect; inconclusive means small, poorly fitted or top-dose-only effect; inactive means no such curve, though single readings can be large or run the other way;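 further: plate controls were DMSO vehicle for no effect and reference drug for full effect; nearly all actives have a fitted effect of over 65% in size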
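Readout: SYBR Green fluorescence, 485 nm excitation, 535 nm emission, after ~16 h lysis at 37C. Before that, Dd2-infected red cells (2.5% hematocrit) grew 72 h with compound, 29 uM top final concentration.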
Starred values were filed as active, the others as inactive; i = inactive; ? = inconclusive; [ ] = another dose, or the depositor's remark. Potency means the concentration at half of the fitted maximal effect. A portion of the library; rates above refer to the full screens.

SMILES	Pf Dd2 inh
CCn1cc(S(=O)(=O)c2ccccc2)c(=O)c2cc(F)c(N3CCN(c4ccccc4)CC3)cc21	3.16µM*
Cc1ccc(NC(=O)N2CCN(C(=O)N3CC4CC(C3)[C@H]3CCCC(=O)N3C4)CC2)cc1C (stereo partly drawn)	i
COc1ccc(C2Cn3cnc(C(=O)N4CCC(C(=O)Nc5ccc(F)cc5)CC4)c3CO2)cc1 (stereo not drawn)	-1.6%
COc1ccc(CCC(=O)N2CCC(Cc3nc(-c4cnccn4)no3)CC2)cc1	i
COc1ccc(CNC(=O)c2ccc(Sc3ccc(Cl)cc3)c(NC(C)=O)c2)c(OC)c1	8.8%
COc1ccc(-n2c(C)nnc2SCc2nc(-c3ccc(OC)c(OC)c3)no2)cc1	-2.7%
CCc1ccc(NC(=O)C2CCCN2S(=O)(=O)c2cccc3nsnc23)cc1 (stereo not drawn)	30.2%[activator]
O=C(c1ncccc1F)N1C[C@@H](COCC2CC2)[C@H](c2ccccn2)C1	-24.6%
CCOc1ccccc1C(=O)N[C@@H]1CN(C)C[C@H]1CN(C)C	-21.5%
CSc1ccc(CN2CCN(C(=O)COc3ccc(C)cc3)CC2)cc1	?
COc1ccc(C2Cn3nnc(C(=O)N4CCC(C(=O)NC(C)C)CC4)c3CO2)cc1 (stereo not drawn)	3.6%
CCc1cc(N2CCCC(OCc3ccccn3)C2)n2nc(C)c(C)c2n1 (stereo not drawn)	?
O=C([C@@H]1C[C@H](F)CN1S(=O)(=O)c1cccc(F)c1)N1CCCCC1	4.2%
Cc1ccc(-c2noc(CN(C3CCCCC3)S(=O)(=O)c3ccc(C)cc3)n2)cc1	?
Cc1ccc(-n2nc3c(=O)n(CCCC(=O)NCc4ccccc4F)nc(C)c3c2C)cc1	?
CC(C)Oc1ccc(CN2CCCC(COc3ccccc3C(=O)N3CCCC3)C2)cc1 (stereo not drawn)	i
Cc1nn(C)c2c1c(-c1ccccc1)cc(=O)n2CC(=O)NC(C)(C)C	-14.2%
COc1ccc(NC(=O)c2sc3nc[nH]c(=O)c3c2C)cc1	-18.5%
CCOC(=O)c1cc(S(=O)(=O)NCc2ccc(F)cc2)[nH]n1	i
O=C(N[C@@H]1CCC[C@@H]1C(=O)N1CCN(c2ncccn2)CC1)c1ccncc1	-17.4%
CCCc1noc(-c2cccn3c(CNC(=O)c4cc(C)ccc4C)nnc23)n1	?
O=C(c1ccccc1-n1cncn1)N1CCC(N2CCCC2=O)CC1	-11.0%
CN(C(=O)Cc1ccc(S(C)(=O)=O)cc1)C1CCc2nn(C)c(=O)n2CC1 (stereo not drawn)	i
Cc1noc([C@@H]2CN(Cc3ccccc3)C[C@H]2CO)n1	-5.1%
O=C(NCc1cccnc1)C1CN(S(=O)(=O)C2CC2)CC12CCCCC2 (stereo not drawn)	?
NC(=O)c1cccc(-c2cc3c(cn2)CN(CCc2ccccc2)CCN3)c1	?
COCCCN1CCCC2(CCN(C(=O)NCc3cccc(F)c3)C2)C1=O (stereo not drawn)	-8.2%
O=C(c1ccc(Cl)nc1)N1CCc2nc(-c3ccc(Cl)cc3)nc(-c3ccccc3)c2C1	-24.4%
COCC(=O)Nc1ccc([C@H]2OCC(=O)N(Cc3ccccc3)[C@@H]2CO)cc1	-11.3%[44.1 µM]
Fc1ccc(CCC2CCCNC2)cc1F (stereo not drawn)	7.08µM*
CCc1cccc(NC(=O)c2ccc(CNS(=O)(=O)c3ccc4c(c3)C(C)(C)C(=O)N4C)cc2)c1	i
O=C(NCc1ccccc1)N1CCC2(CCCCO2)CC1	-1.9%
CC(CNC(=O)C1CCN(S(=O)(=O)c2ccc3c(ccn3C)c2)CC1)c1ccccc1 (stereo not drawn)	12.5%
Cc1nn2c(c1-c1ccccc1N1CCCC1)N(C(=O)C1CCOCC1)CCC2	-25.6%[44.1 µM]
CC1=C(C(=O)OC2CCCC2)C(c2c(F)cccc2Cl)CC(=O)N1 (stereo not drawn)	-11.8%
Cc1c(C(=O)Nc2c(F)cccc2F)sc2ncn(Cc3ccccc3F)c(=O)c12	1.1%
CCCCN(CC)C(=O)C1CCC(CNS(=O)(=O)c2cccc3nsnc23)CC1 (stereo not drawn)	2.82µM*
CCC(C(=O)Nc1cc(OC)ccc1OC)n1nc(-c2ccccc2)c2c(c1=O)CCCC2 (stereo not drawn)	?
O=C1N[C@@H]2CCN(C(=O)c3ccc(C(F)(F)F)cc3)[C@@H]2C(=O)N1c1ccc(F)cc1	-21.2%[44.1 µM]
O=C(O)C1CC2(CCN(C(=O)NCCc3ccccc3)CC2)CN1 (stereo not drawn)	-9.8%
c1cnc2cc(-c3nc(C4CCOC4)no3)ccc2n1 (stereo not drawn)	-4.6%
O=C(NC1(C(F)(F)F)C(=O)Nc2c1c(=O)[nH]c(=O)n2CCc1ccccc1)c1ccc(Cl)cc1 (stereo not drawn)	-0.8%
O=C(C1CCCCC1)N1C[C@@H]2OCC(=O)N(Cc3ccccn3)[C@@H]2C1	36.9%[activator][44.1 µM]
CCc1ccc(-n2c(N3CCN(c4cccc(C)c4C)CC3)nc3ccccc3c2=O)cc1	11.2µM*
CN(C)[C@@H]1CN(C(=O)c2ccoc2)CC[C@@H]1CO	i
O=C(CC1CNCCO1)N1CCN(C(=O)c2ccccc2)CC1 (stereo not drawn)	-3.5%
Cc1noc(C)c1CN1CCc2c(n(Cc3cccnc3)n(CCc3ccccc3)c2=O)C1	-10.4%
CCn1ncc(N2CCC(NC(=O)c3ccc(C)s3)CC2)cc1=O	-2.7%
Cc1cccc(OC[C@H]2C[C@@H](N)[C@H](O)[C@@H]2O)n1	-13.1%[44.1 µM]
O=C(NCc1ccco1)c1ccc(Cn2c(SCc3ccccc3)nc3cccnc32)cc1	-17.6%

A draw from above in order of SMILES length, ascending.
SMILES	Pf Dd2 inh
COc1ccc(NC(=O)c2sc3nc[nH]c(=O)c3c2C)cc1	-18.5%
CCc1ccc(NC(=O)C2CCCN2S(=O)(=O)c2cccc3nsnc23)cc1 (stereo not drawn)	30.2%[activator]
O=C(NC1(C(F)(F)F)C(=O)Nc2c1c(=O)[nH]c(=O)n2CCc1ccccc1)c1ccc(Cl)cc1 (stereo not drawn)	-0.8%

More entries.
SMILES	Pf Dd2 inh
COC(=O)c1c(NC(=O)c2ccc(S(=O)(=O)N3CCC(C)CC3)cc2)sc2c1CCN(C)C2	i
CCNc1oc(-c2ccc(COc3ccc(Cl)cc3)o2)nc1C#N	-16.1%
CCOc1ccc(C(=O)NC2CCN(c3cc(-c4ccc(OC)cc4)[nH]n3)C2)cc1OCC (stereo not drawn)	i
Cc1ccc(C)c(N2CCN(C(=O)c3noc(-c4ccc[nH]c4=O)n3)CC2)c1	?
Cc1ccc(N2CCN(C(=O)NCc3noc4ccccc34)CC2C)cc1 (stereo not drawn)	2.0%
CCc1ccc(NC(=O)CSC2=Nc3ccccc3C3=NC(CCC(=O)NCc4cccs4)C(=O)N23)cc1 (stereo not drawn)	?
O[C@@H]1CN(Cc2ccc(-c3ccn[nH]3)o2)CC[C@H]1c1ccc2c(c1)OCO2	-22.0%
CN(C(=O)c1ccccc1)C1CCCc2ccccc21 (stereo not drawn)	i
Cc1ccc(CCNC(=O)c2c(C)nn(-c3ccc(F)cc3)c2-n2cccc2)cc1	9.2%
COCCCNC(=O)c1c(NC(=O)c2cc(=O)c3ccccc3o2)sc2c1CCCC2	i

Exported comma-delimited: part of the list above
mol,Pf Dd2 inh
COC(=O)c1c(NC(=O)c2ccc(S(=O)(=O)N3CCC(C)CC3)cc2)sc2c1CCN(C)C2,i
CCNc1oc(-c2ccc(COc3ccc(Cl)cc3)o2)nc1C#N,-16.1%
CCOc1ccc(C(=O)NC2CCN(c3cc(-c4ccc(OC)cc4)[nH]n3)C2)cc1OCC (stereo not drawn),i
Cc1ccc(C)c(N2CCN(C(=O)c3noc(-c4ccc[nH]c4=O)n3)CC2)c1,?
Cc1ccc(N2CCN(C(=O)NCc3noc4ccccc34)CC2C)cc1 (stereo not drawn),2.0%
CCc1ccc(NC(=O)CSC2=Nc3ccccc3C3=NC(CCC(=O)NCc4cccs4)C(=O)N23)cc1 (stereo not drawn),?

(next part)
SMILES	Pf Dd2 inh
CCOc1cc(C2NC(=O)c3c(sc4c3CCN(C)C4)N2)ccc1OC(=O)c1ccc(Br)cc1 (stereo not drawn)	i
O=C(C1CCC1)N1CCC2(CCN(Cc3ccccc3F)CC2)C(CO)C1 (stereo not drawn)	-23.1%
CC(C)N1C(=O)C2(CCCC2)C1C(=O)Nc1cccc(OC(F)(F)F)c1 (stereo not drawn)	?
Cc1cnc(CC2CCN(C(=O)C3CC3)C2)n1C1CC1 (stereo not drawn)	i
CC1CCN(c2ccc(CNC(=O)C3CCCN(Cc4ccncc4)CCC(=O)NCC3)cc2)CC1 (stereo not drawn)	?
CCOc1ccc(S(=O)(=O)NCCc2csc3nc(-c4cccc(C)c4)nn23)cc1	-8.3%
COc1cc2c(cc1OC)C(CNC(=O)CC(C)C)N(C(=O)NC(C)C)CC2 (stereo not drawn)	i
COCC(=O)NC[C@H]1O[C@@H](CO)[C@@H](O)[C@H]1N(C)CCc1ccccn1	17.8%[44.1 µM]
CN(C1CCCCC1)S(=O)(=O)c1ccc(C(=O)Nc2sc3c(c2C(N)=O)CC(C)(C)NC3(C)C)cc1	?
Cc1cccc(CC(=O)N2CCC(n3cc(-c4nc(-c5ccccc5)no4)nn3)CC2)c1	?
COc1ccc(NC(=O)CCc2nc3cccnc3n2Cc2cccs2)c(OC)c1	?
CC(C)(C)n1c(=O)[nH]c2cccnc21	12.4%[44.1 µM]
CC(C)(C)C(=O)Nc1nc2c(s1)C[C@@H]1[C@](C)(CO)[C@H](O)CC[C@@]1(C)[C@@H]2CC(=O)NCc1ccco1	i
COC(=O)CNC(=O)C1CCc2nnc(CNC(=O)c3ccccc3)n21 (stereo not drawn)	20.2%
O=C(NC[C@H]1Cn2c(-c3ccccc3)cnc2CO1)c1ccccc1	?
Cc1cc(C)cc(NC(=O)Nc2ccccc2OCc2cc(=O)n3ccccc3n2)c1	-10.5%
CCOCCc1nn2c(=O)cc(COC(=O)COc3ccccc3Cl)nc2s1	22.1%[5.79 µM]
CCC(=O)Nc1cccc(-c2nc3cc(C)ccc3o2)c1	17.9%
CCN(C(=O)CN(C)S(=O)(=O)c1ccc2c(c1)n(C)c(=O)c(=O)n2C)c1cccc(C)c1	-26.1%
CCCCNc1nc2c(c(=O)n(Cc3ccc(Cl)c(Cl)c3)c(=O)n2C)n1C	i
CC(=O)c1cccc(NC(=O)c2nc(-c3ccccc3)n(-c3cccc(Cl)c3)n2)c1	?
CN(C)c1nc2c(c(=O)[nH]1)CCN(Cc1ccc(Cl)cc1F)CC2	?
Cc1noc(CC2CCN(C(=O)c3cccc(-n4cnnc4)c3)CC2)n1	-2.2%
CC(C)c1ccc(S(=O)(=O)N2CCC(Oc3ncccc3C(=O)N(C)C)C2)cc1 (stereo not drawn)	i
Cc1ccc(C(=O)NCc2cccnc2Oc2ccccc2F)c(=O)n1C	-7.6%
Cc1ccc(NS(=O)(=O)c2ccc3nc(-c4ccccc4)[nH]c3c2)c(Cl)c1	15.2%
CCOc1ccc(NS(=O)(=O)c2ccc3[nH]cc(C(=O)NCCc4ccccc4)c(=O)c3c2)cc1	-18.4%
Cc1cnc(N2CC[C@](C)(O)[C@@H](O)C2)nc1N(C)C	7.8%
Cc1nc2c(c(-c3ccc(O)cc3)n1)CN(C(=O)c1ccccc1C)CCC2	-25.0%
CC(C)(C)CC(=O)N1CC[C@H]2CC(=O)N(c3ccccc3)CC[C@H]2C1	-12.3%[44.1 µM]
CC(C)C(=O)N1CCC2(CC1)OC(=O)N(Cc1ncccn1)C2(C)c1ccccc1 (stereo not drawn)	i
CCOc1ccccc1NC(=O)c1c(NC(=O)C(C)Oc2ccc(Cl)cc2)sc2c1CCCCC2 (stereo not drawn)	10µM*
CN1CC(=O)N(C2CCC2)Cc2c(NCc3ccccc3)ncnc21	-10.3%
CN1CCC2(C1)CN(Cc1ccccc1)c1ccc(C(=O)N3CCOCC3)cc12 (stereo not drawn)	1.6%[44.1 µM]
O=C(CS(=O)(=O)c1cccc2nsnc12)Nc1ccccc1Cl	25.1%
COc1cccc(CNC(=O)CSc2ccc(-c3sc(-c4ccccc4)nc3C)nn2)c1	-25.6%
COc1ccc2c(c1)c1c(c(=O)n(-c3ccccc3)c(=O)n1CC(=O)NCc1ccc(C)cc1)n2C	i
COc1ccccc1C(O)c1nc(Nc2ccncc2)n[nH]1 (stereo not drawn)	21.4%[44.1 µM]
CNCc1ccc(OC(F)(F)F)cc1	-4.8%[44.1 µM]
O=C(C1CCCC1)N1CCC2(CC1)CC(N(Cc1ccc(F)cc1)C1CC1)CCO2 (stereo not drawn)	?
Cn1c(=O)n([C@H]2CCCN(C(=O)Nc3ccc(F)cc3F)C2)c2ncccc21	i
O=C(c1cccnc1)N1CC(CO)C2(CCNCC2)C1 (stereo not drawn)	-4.2%
CCC(=O)N1CCc2cc(Br)cc(S(=O)(=O)CCC(=O)Nc3ccc(C)c(C)c3)c21	?
O=c1cc(-c2cccnc2)nc(-c2ccc(CN3CC[C@@H](O)C3)cc2)[nH]1	-27.9%
CCc1nn(CC(=O)NCCC(C)C)c(=O)c2cc3occc3n12	i
Cc1ccc(-c2nc3cc(Cl)ccc3o2)cc1NC(=O)c1cc2ccccc2o1	?
COc1ccc(OC)c(CNC(=O)c2c3c(nc4ccccc24)C(=O)N(C2CCCCC2)C3)c1	18.0%
COc1ccccc1N1CCN(c2ccc(=O)n(CC(=O)O)n2)CC1	-7.0%
CC(C)n1nc(OC(C)(C)C(=O)NC2CC2)c2cc(CN3CCOCC3)ccc21	i

Shown in markdown: entries from further up.
| SMILES | Pf Dd2 inh |
| --- | --- |
| CCC(C(=O)Nc1cc(OC)ccc1OC)n1nc(-c2ccccc2)c2c(c1=O)CCCC2 (stereo not drawn) | ? |
| O=C1N[C@@H]2CCN(C(=O)c3ccc(C(F)(F)F)cc3)[C@@H]2C(=O)N1c1ccc(F)cc1 | -21.2%[44.1 µM] |
